Rhodamine fluor = compound autofluorescence in rhodamine spectral region | hit rate 0.05% among 59,000 | max dye-equivalent concentration, M | Rhodamine-region fluorescence, 547/598 nm, Tris buffer; hits give high values; in the data active = max dye-equivalent concentration above about 11 nM; inconclusive = between about 1.1 nM and that limit
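Compounds in 100 mM Tris buffer, pH 8.0, were incubated 15 min at room temperature, then read at 547 nm excitation and 598 nm emission. Fluorescence was normalized against a per-plate six-point rhodamine standard curve as dye-equivalent concentration.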
HADH2 inh = blocks human hydroxyacyl-CoA dehydrogenase type II | AID 886 | hit rate 3.4% among 73,000 | Potency, µM (top dose mostly 57.1 µM), without a hit: at the top dose activity change, negative = inhibition, hits mostly inhibitors | recombinant HADH2, NADH fluorescence, beta-hydroxybutyryl-CoA; note: potency is the fitted concentration of half-maximal effect; % is set by controls: 0 for no effect and ±100 for the full control effect; nearly all actives have a fitted effect of over 60% in size; many of its hits are not listed in these tables
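Read-out: 360 nm excitation, 450 nm emission, kinetic over 4 min. Conditions: His-tagged human HADH2 20 nM, pH 9.0 Tris with Tween-20, 1 mM NAD+, 90 uM beta-hydroxybutyryl-CoA.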
HEK293 cAMP ctrl = raises cAMP in parental HEK293 cells, TSHR agonist counter-screen; parental HEK293 CNG cAMP sensor, membrane potential fluorescence; Potency, µM (doses to about 57.1 µM), inactives show at the top dose activation, actives largely listed as activators; hit rate 2.5% among 73,000; note: potency is the fitted concentration of half-maximal effect; % of control where 0% means no effect; nearly all actives have a fitted effect of over 55% in size
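Parental HEK 293 cells stably expressing a modified CNG channel (no TSHR) report cAMP rise as membrane depolarization. Membrane potential dye with 100 uM RO 20-1724 was loaded for 60 min at room temperature, then compound added for 30 min; fluorescence read at 590 nm.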
Casp7 inh = caspase-7 (human) inhibition, allosteric or competitive. recombinant caspase-7, Ac-DEVD-AFC fluorescence rate. P55210. hit rate 0.02% among 75,000. Potency, µM (highest dose often 57.5 µM), without a hit: at the top dose activity change, negative = inhibition, actives largely listed as inhibitors; active = well fitted inhibition curve with a large enough effect in the main read-out, with a control signal flat, not every such curve was filed as active; inconclusive = small, poorly fitted or top-dose-only effect, or a change in a side signal; note: potency is the fitted concentration of half-maximal effect; % of control where 0% means no effect
USP2a inhib = blocks human ubiquitin-specific protease USP2a. O75604. Potency, µM (top dose mostly 38.3 µM), for the others: top-dose activity change, negative = inhibition, most hits filed as inhibitors. hit rate 0.1% among 60,000. USP2a enzymatic assay, qHTS inhibition;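 note: potency is the fitted concentration of half-maximal effect; nearly all actives have a fitted effect of over 60% in size; plate controls were DMSO for no effect and NEM full inhibition control for full effect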
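USP2 core (20nM final) preincubated 30 min RT with compound, then Ub-PLA2 20nM and NBD C6-HPC 20uM final added; buffer 20mM Tris-HCl pH 8.0, 2mM CaCl2. Fluorescence Ex 460/Em 535 read at 0 and 2.5 h; normalized to NEM.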
BRCT PPI green = inhibitors of human BRCA1 BRCT-phosphoprotein interaction (green fluorophore); P38398; BRCA1 BRCT-phosphopeptide binding, green fluorescence polarization; Potency, µM (top dose mostly 76.9 µM), for the others: at the top dose activity change, negative = inhibition, most hits filed as inhibitors; hit rate 0.05% among 75,000;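 note: potency is the fitted concentration of half-maximal effect; plate controls were peptide without protein for full effect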
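Fluorescence polarization: His-tagged BRCT (~35 kDa BRCA1 C-terminus, 250 nM) bound to 100 nM fluorescein-labeled phosphorylated 10-aa BACH1 peptide, pH 7.3 phosphate buffer with DTT and Tween 20. Compounds incubated 12 min at room temperature; inhibition read as lowered polarization.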
Tau filament bind = binders of human tau filaments; P10636; recombinant tau filaments, thioflavin S fluorescence, 15 h; filaments grown with octadecylsulfate alongside compound; Potency, µM (top dose mostly 57.1 µM), for inactives: at the top dose activity change, negative = inhibition; hit rate 2% among 71,000; AID 596;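 note: potency is the fitted concentration of half-maximal effect; % is set by controls: 0 for no effect and ±100 for the full control effect; actives lower thioflavin S fluorescence by blocking filaments or displacing dye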
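Thioflavine S fluorescence (ex 450, em 510 nm) reports filaments formed from 1 uM human tau plus 30 uM ODS over 15 h at 37 C (10 mM HEPES pH 7.4, 100 mM NaCl, 5 mM DTT); compounds displacing dye or blocking filaments lower signal.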
Pol III holo inh = inhibitors of bacterial DNA polymerase III holoenzyme; reconstituted DNA polymerase III holoenzyme replication, biochemical; Potency, µM (doses to about 57.1 µM), without a hit: top-dose activity change, negative = inhibition; hit rate 0.25% among 71,000; AID 603; note: potency is the fitted concentration of half-maximal effect; % is set by controls: 0 for no effect and ±100 for the full control effect
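Reconstituted *E. coli* holoenzyme (0.35 nM Pol III, 1 nM beta, 154 nM SSB, 2 nM primase) was preincubated with compound for 15 min at RT. Synthesis on 1.4 nM ssM13Gori ran 35 min, then was stopped with PicoGreen/EDTA and read as dsDNA fluorescence.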
BRCT inh red = disrupts BRCA1 BRCT binding to phosphoprotein, red fluorophore readout; Potency, µM (titrated, usually from 76.9 µM), without a hit: top-dose activity change, negative = inhibition, hits mostly inhibitors; AID 892; hit rate 0.03% among 75,000; BRCT-phosphopeptide binding, red fluorescence polarization; P38398; note: % is set by controls: 0 for no effect and ±100 for the full control effect
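Fluorescence polarization: 100 nM His-tagged BRCA1 BRCT with 100 nM TAMRA-labelled phospho-BACH1 decapeptide, phosphate buffer pH 7.3 with 150 mM NaCl, DTT, 0.01% Tween 20; 12 min RT. Binding inhibition seen as FP decrease.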
Casp1 inh = allosteric or competitive inhibitors of human caspase-1. Caspase-1 enzyme, Ac-WEHD-AFC fluorogenic rate. Potency, µM (highest dose often 57.5 µM), inactives show at the top dose activity change, negative = inhibition, actives largely listed as inhibitors. hit rate 0.03% among 75,000. AID 900;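 note: potency is the fitted concentration of half-maximal effect; plate controls were vehicle for no effect and no substrate for full effect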
Target sequence (P29466 120-297 limits assumed): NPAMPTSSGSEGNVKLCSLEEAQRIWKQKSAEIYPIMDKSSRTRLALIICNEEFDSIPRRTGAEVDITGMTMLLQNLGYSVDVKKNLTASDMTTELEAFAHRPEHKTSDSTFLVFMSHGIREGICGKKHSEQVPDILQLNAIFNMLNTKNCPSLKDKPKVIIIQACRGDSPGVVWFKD
Target sequence (P29466 317-404 limits assumed): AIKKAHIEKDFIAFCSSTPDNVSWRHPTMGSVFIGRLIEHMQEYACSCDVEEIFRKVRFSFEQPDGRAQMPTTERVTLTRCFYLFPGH
ALOX15 inhib = 15-hLO (ALOX15) enzyme inhibition; hit rate 1.4% among 74,000; purified 15hLO-1, xylenol orange hydroperoxide absorbance; AID 887; Potency, µM (series often up to 57.1 µM), without a hit: top-dose activity change, negative = inhibition, actives largely listed as inhibitors; P16050; note: potency is the fitted concentration of half-maximal effect; % is set by controls: 0 for no effect and ±100 for the full control effect; nearly all actives have a fitted effect of over 55% in size
Target sequence (P16050 whole entry, looked up): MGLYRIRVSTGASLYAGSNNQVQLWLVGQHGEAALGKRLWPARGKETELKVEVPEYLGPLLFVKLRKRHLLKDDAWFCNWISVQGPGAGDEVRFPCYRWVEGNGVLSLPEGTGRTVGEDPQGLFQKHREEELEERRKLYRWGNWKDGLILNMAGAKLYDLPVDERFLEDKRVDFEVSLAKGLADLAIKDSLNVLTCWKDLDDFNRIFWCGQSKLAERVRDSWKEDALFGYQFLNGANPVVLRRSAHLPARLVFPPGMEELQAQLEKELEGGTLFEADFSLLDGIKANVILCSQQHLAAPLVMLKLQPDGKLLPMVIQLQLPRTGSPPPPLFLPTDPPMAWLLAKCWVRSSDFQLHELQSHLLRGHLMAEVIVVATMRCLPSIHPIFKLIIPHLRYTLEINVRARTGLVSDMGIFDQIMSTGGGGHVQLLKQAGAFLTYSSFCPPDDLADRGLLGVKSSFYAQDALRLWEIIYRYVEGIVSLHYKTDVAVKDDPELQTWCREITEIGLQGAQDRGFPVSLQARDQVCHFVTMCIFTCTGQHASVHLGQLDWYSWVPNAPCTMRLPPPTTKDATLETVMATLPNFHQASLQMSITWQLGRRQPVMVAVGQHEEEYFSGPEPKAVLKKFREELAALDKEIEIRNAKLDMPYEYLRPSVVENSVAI
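Compounds were preincubated 15 min at room temperature with 40 nM purified human enzyme (25 mM Hepes pH 7.5, 0.01% Triton X-100); 50 uM arachidonic acid reacted 6 min. Fe-xylenol orange detection, 30 min, absorbance ratio 573/405 nm.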
* marks the source's active call; other numbers are inactive results; [ ] = another dose, or the depositor's remark. Unless noted, calls come from the whole dose curve; as a rule, active = well fitted curve in the direction sought with a large enough effect; inconclusive = small, poorly fitted or top-dose-only effect, or another doubt; inactive = no such curve, though single readings can be large; an effect the other way counts as inactive or inconclusive. These rows are one share of the data; count on the stated rates, not on these rows.

`CCCCn1nnnc1NCc1cccs1` gave Rhodamine fluor inactive, HADH2 inh 3%, HEK293 cAMP ctrl 1%, Casp7 inh -3%, USP2a inhib 5%, BRCT PPI green -0.2%, Tau filament bind 6%, Pol III holo inh -15%, BRCT inh red 1.4%, Casp1 inh -2% and ALOX15 inhib 0%.
Screening CCOc1ccc(N2C(=O)CC(n3nc(C)cc3C)C2=O)cc1 (stereo not drawn) returned Rhodamine fluor inactive, HADH2 inh 0%, HEK293 cAMP ctrl -2%, Casp7 inh 0%, USP2a inhib -4%, BRCT PPI green -0.8%, Tau filament bind 12%, Pol III holo inh 1%, BRCT inh red 0.2%, Casp1 inh 3% and ALOX15 inhib 4%.
For O=C(NCCN1CCCCCC1)C1CC(=O)N(CCc2ccccc2)C1 (stereo not drawn) the results were Rhodamine fluor inactive, HADH2 inh -3%, HEK293 cAMP ctrl 13%, Casp7 inh 0%, USP2a inhib 0%, BRCT PPI green 0.4%, Tau filament bind 7%, Pol III holo inh -7%, BRCT inh red -0.1%, Casp1 inh 1% and ALOX15 inhib -15%.
CC(C)(Oc1ccc(Cl)cc1)C(=O)Nc1ncccn1 was read as HADH2 inh 1%, HEK293 cAMP ctrl 10%, Casp7 inh 0%, USP2a inhib -1%, BRCT PPI green -1.8%, Tau filament bind -3%, Pol III holo inh -8%, BRCT inh red -1.7%, Casp1 inh 1% and ALOX15 inhib -14%.
`CC(C)c1nc(=S)n(-c2ccccc2)[nH]1` gave Rhodamine fluor inactive, HADH2 inh -3%, HEK293 cAMP ctrl 1%, Casp7 inh 0%, USP2a inhib 3%, BRCT PPI green -1.0%, Tau filament bind 8%, Pol III holo inh 0%, BRCT inh red 0.0%, Casp1 inh 1% and ALOX15 inhib -8%.
For CCOc1ccc(S(=O)(=O)N(CC(N)=O)c2ccc(C)cc2)cc1 the results were Rhodamine fluor inactive, HADH2 inh 13%, HEK293 cAMP ctrl 9%, Casp7 inh 0%, USP2a inhib 4%, BRCT PPI green -1.7%, Tau filament bind -2%, Pol III holo inh -1%, BRCT inh red -1.0%, Casp1 inh 2% and ALOX15 inhib -4%.
Screening CCOC(=O)C1CCCN(CCC(=O)Nc2ccc(F)c(F)c2)C1 (stereo not drawn) returned Rhodamine fluor inactive, HADH2 inh 6%, HEK293 cAMP ctrl 8%, Casp7 inh -2%, USP2a inhib 8%, BRCT PPI green -1.0%, Tau filament bind -9%, Pol III holo inh 0%, BRCT inh red 0.3%, Casp1 inh 1% and ALOX15 inhib -6%.
Screening CCOc1ccc(CCNC(=O)C(CC)n2nc(C)n3c(cc4sccc43)c2=O)cc1OCC (stereo not drawn) returned Rhodamine fluor inactive, HADH2 inh -3%, HEK293 cAMP ctrl inconclusive, Casp7 inh 1%, USP2a inhib 26%, BRCT PPI green 0.0%, Tau filament bind -6%, Pol III holo inh -1%, BRCT inh red -0.3%, Casp1 inh 2% and ALOX15 inhib 6%.
O=C(/C=C/c1ccc(O)cc1)c1ccccc1O was read as Casp7 inh -6%, USP2a inhib -17%, BRCT PPI green 0.5%[3.08 µM], BRCT inh red 3.5%, Casp1 inh -2% and ALOX15 inhib 10µM*.
CCOc1ccc(NC(=O)C(C)Sc2nnnn2C)cc1 (stereo not drawn) was read as Rhodamine fluor inactive, HADH2 inh -2%, HEK293 cAMP ctrl -4%, Casp7 inh 1%, USP2a inhib 1%, BRCT PPI green -0.8%, Tau filament bind 4%, Pol III holo inh 0%, BRCT inh red 0.2%, Casp1 inh -1% and ALOX15 inhib 16%.
For N#Cc1nc(N2CCCC2)nc(N2CCCC2)n1 the results were Rhodamine fluor inactive, HADH2 inh -8%, HEK293 cAMP ctrl 21%, Casp7 inh -1%, USP2a inhib -11%, BRCT PPI green 1.0%, Tau filament bind 41%, Pol III holo inh 0%, BRCT inh red 0.9%, Casp1 inh 0% and ALOX15 inhib -1%.
Screening CCOCCCNC(=O)Cn1nc(-c2ccccc2)ccc1=O returned HADH2 inh -7%, HEK293 cAMP ctrl -6%, Casp7 inh -6%, BRCT PPI green -0.9%, Tau filament bind 8%, Pol III holo inh -5%, BRCT inh red -1.5%, Casp1 inh -3% and ALOX15 inhib 2%.
`O=C(COc1ncnc2ccccc12)NCc1ccc2c(c1)OCO2` gave Rhodamine fluor inactive, HADH2 inh -2%, HEK293 cAMP ctrl -6%, Casp7 inh -3%, USP2a inhib -3%, BRCT PPI green -0.7%, Tau filament bind 3%, Pol III holo inh -3%, BRCT inh red -0.2%, Casp1 inh 4% and ALOX15 inhib -4%.
`CSc1ncccc1C(=O)OCC(=O)N1CCOCC1` gave Rhodamine fluor inactive, HADH2 inh -1%, HEK293 cAMP ctrl -11%, Casp7 inh 1%, USP2a inhib 6%, BRCT PPI green -2.7%, Tau filament bind -3%, Pol III holo inh -8%, BRCT inh red -0.8%, Casp1 inh 2% and ALOX15 inhib 18%.
For O=C(CNS(=O)(=O)c1cccs1)N1CCc2ccccc2C1 the results were Rhodamine fluor inactive, HADH2 inh 3%, HEK293 cAMP ctrl 4%, Casp7 inh 0%, USP2a inhib 7%, BRCT PPI green 0.9%, Tau filament bind -6%, Pol III holo inh -6%, BRCT inh red 0.5%, Casp1 inh 1% and ALOX15 inhib 5%.

Copied from the entries so far (2 entries):
`CSc1ncccc1C(=O)OCC(=O)N1CCOCC1` gave Rhodamine fluor inactive, HADH2 inh -1%, HEK293 cAMP ctrl -11%, Casp7 inh 1%, USP2a inhib 6%, BRCT PPI green -2.7%, Tau filament bind -3%, Pol III holo inh -8%, BRCT inh red -0.8%, Casp1 inh 2% and ALOX15 inhib 18%.
For O=C(CNS(=O)(=O)c1cccs1)N1CCc2ccccc2C1 the results were Rhodamine fluor inactive, HADH2 inh 3%, HEK293 cAMP ctrl 4%, Casp7 inh 0%, USP2a inhib 7%, BRCT PPI green 0.9%, Tau filament bind -6%, Pol III holo inh -6%, BRCT inh red 0.5%, Casp1 inh 1% and ALOX15 inhib 5%.

Other structures
CCC(C)(C(=O)NC1CCCC1)N(Cc1ccco1)C(=O)c1ccccn1 (stereo not drawn) was read as Rhodamine fluor inactive, HADH2 inh 2%, HEK293 cAMP ctrl inconclusive, Casp7 inh 1%, USP2a inhib 7%, BRCT PPI green -1.6%, Tau filament bind -23%, Pol III holo inh -6%, BRCT inh red -1.8%, Casp1 inh 1% and ALOX15 inhib 26%.
Screening COCCn1nnnc1C(c1ccccc1Cl)N1CCN(c2ccccc2OC)CC1 (stereo not drawn) returned Rhodamine fluor inactive, HADH2 inh 9%, HEK293 cAMP ctrl inconclusive, Casp7 inh 1%, BRCT PPI green 0.1%, Tau filament bind -10%, Pol III holo inh -8%, BRCT inh red 0.1%, Casp1 inh -2% and ALOX15 inhib 2%.
Screening C[C@@H]1NC(=O)C/C=C\[C@@H](C)[C@@H]2C=C[C@H](O)[C@@H](COC(=O)[C@H](C)NC(=O)C/C=C\[C@@H](C)[C@@H]3C=C[C@H](O)[C@@H](COC1=O)O3)O2 returned HADH2 inh -4%[11.4 µM], HEK293 cAMP ctrl 5%[11.4 µM], Casp7 inh 2%[11.5 µM], BRCT PPI green -7.7%[15.4 µM], BRCT inh red 1.3%[15.4 µM], Casp1 inh -1%[11.5 µM] and ALOX15 inhib 3%[11.4 µM].
C[N+](C)(C)CCNC(=O)c1c(O)c2c([nH]c1=O)CCCC2 was read as Rhodamine fluor inactive, HADH2 inh -2%, HEK293 cAMP ctrl 7%, Casp7 inh 0%, USP2a inhib -4%, BRCT PPI green -1.7%, Tau filament bind 9%, Pol III holo inh -3%, BRCT inh red 1.1%, Casp1 inh 0% and ALOX15 inhib 3%.
`C=CCn1c(C)nc2c(c1=O)c1nc3ccccc3nc1n2-c1ccc(C)cc1` gave HADH2 inh 16%, HEK293 cAMP ctrl -3%, Casp7 inh -4%, BRCT PPI green -0.3%, BRCT inh red -0.8%, Casp1 inh -3% and ALOX15 inhib 6%.
`CCOc1ccc(CC(=O)NCc2cn3c(C)csc3n2)cc1` gave HADH2 inh -7%, HEK293 cAMP ctrl 11%, Casp7 inh 1%, BRCT PPI green -0.6%, Tau filament bind 1%, Pol III holo inh -6%, BRCT inh red -1.2%, Casp1 inh 0% and ALOX15 inhib 0%.
Screening CN=C(NC#N)NCCSCc1csc(N=C(N)N)n1 returned HADH2 inh 15%, HEK293 cAMP ctrl 14%, Casp7 inh 0%, BRCT PPI green 2.9%, Tau filament bind inconclusive, Pol III holo inh -4%, BRCT inh red 0.9%, Casp1 inh 0% and ALOX15 inhib 1%[25.6 µM].
